phage Ecoli inh: growth loss of phage-infected E. coli, primary screen, RecBCD inhibitor project, absorbance, with phage, HTS; hit rate 0.26% among 360,000; inhibition, % at 11.9 µM; AID 651602, 2012; in the data active = inhibition above about 11%
* = called active by the depositor. Some of the compounds tested; rates above refer to the full screens.

SMILES	phage Ecoli inh
OC[C@H]1O[C@H](c2nc(-c3nc(-c4cccc(-n5cccc5)c4)no3)cs2)C[C@@H]1O	2.6
COC(=O)C[C@H]1CC[C@@H](NC(=O)c2ccncc2)[C@@H](CO)O1	1.2
CCCCC#Cc1ccccc1COC[B-](F)(F)F	0.4
O=C(NCc1ccccc1)C1C(c2ccc3c(c2)OCO3)=Nc2ccccc2N1C(=O)c1cccc(C(F)(F)F)c1 (centres undefined)	1.6
OCc1ccccc1-c1cnc2cccnn12	1.6
CCNC(=O)C1(C)CCCN(Cc2csc(-c3ccc(Cl)cc3)n2)C1 (centres undefined)	3.2
Cc1ccc(CN2C(=O)c3ccccc3C2c2nnnn2-c2c(C)cccc2C)cc1 (centres undefined)	3.3
COC(=O)c1ccc2nc(-c3ccc(F)cc3)c(Cc3cccc(Cl)c3)n2c1	3.4
COc1cccc(CC(=O)N2CCN(C(=O)C(=O)c3ccc(OC)c(OC)c3)CC2)c1	2.9
Cc1c(C(=O)O)sc(S(=O)(=O)N2CCNCC2)c1C(=O)O	1.9
O=C(NCc1ccccc1)[C@H]1CCCN1C(=O)[C@H]1CCCN1C(=O)c1cc(F)cc(F)c1	2.1
CC1(C(=O)NCc2ccccc2)CN(S(C)(=O)=O)CC(=O)N1C1CCN(Cc2ccccc2)CC1 (centres undefined)	2.6
CC(=O)c1ccc(OCc2nnn(CC(=O)NS(=O)(=O)Cc3ccccc3)c2-c2ccccc2)cc1	-0.2
Cn1c(=O)c2cc(NC(=S)NCc3ccccc3F)ccc2n1C	5.8
CC(=NNC1=NCCN1)c1cnn(C2=NCCN2)c1C	3.9
CC1ON=C(c2ccccn2)N(Cc2ccc3c(c2)OCO3)C1=O (centres undefined)	1.7
CCc1nc2c(OCc3ccc(Cl)cc3)cccn2c1N(C=O)Cc1ccccc1	2.6
Cc1ccc(S(=O)(=O)N2C[C@H]3[C@H]4C(=O)N(C5CCCCC5)C(=O)[C@H]4CC(=O)[C@H]3[C@@H]2c2ccccc2F)cc1	5.2
CCOC(=O)[C@]12CCCC=C1N(Cc1ccccc1)C(=O)[C@H](CC(=O)NCCCN1CCCC1=O)C2	1.7
CC1(C(=O)NS(=O)(=O)c2ccccc2)CCN1C(=O)C1CCCCC1 (centres undefined)	4.0
CCCN1C(=O)CC(c2ccc(OC)c(OC)c2)C1=O (centres undefined)	4.6
COc1ccc(NC(=O)C2Cc3c(-c4cccc(F)c4)ccnc3O2)cc1OC (centres undefined)	0.5
C[C@H](c1ccccc1)N1C[C@@H](COCc2ccccc2)Oc2cccc(Oc3ccccc3)c2S1(=O)=O	0.4
CCCCC[C@H](C)N1C[C@H](COCc2ccccc2)Oc2cc(N3CCC[C@H]3COC)ccc2S1(=O)=O	4.8
Cc1ccc(Cc2c(-c3ccc(C#N)cc3)nc3ccc(C)cn23)cc1	2.5
COc1ccc(C(C(=O)Nc2ccc(F)cc2)N2CCN(c3ccncc3)CC2)cc1 (centres undefined)	1.2
C=CCN=C1NC(c2ccccc2)C(C(=O)OC)=C(C)N1C (centres undefined)	2.9
c1cnc2c(-c3ccc4nccn4c3)cccc2c1	0.4
CC(C)(C)c1ccc(S(=O)(=O)NC(=O)C2(C)CCN2C(=O)Cc2cccs2)cc1 (centres undefined)	3.8
CCCCCc1c(-c2ccc(F)cc2F)ncn1CCc1ccccc1OC	0.7
COc1cc(-c2c(CCO)sc3ccccc23)cc(OC)c1OC	-0.3
C=CCC[C@@H](CCCCC)OC(=O)/C=C/[C@H](O)[C@@H](O)C[C@H](O)CC=C	-0.9
COc1ccc(CN2C(=O)C(C)Nc3ncnc(N4CCc5ccccc5C4)c32)cc1 (centres undefined)	2.8
C#CCn1c2ccccc2c(=O)n1C(C)CBr (centres undefined)	0.2
CCc1ccc2c(c1)NC(=O)C2(C)Cc1ccccc1Cl (centres undefined)	3.4
Cc1cccc(C)c1-n1nnnc1C1c2ccccc2C(=O)N1CCCn1ccnc1 (centres undefined)	1.4
c1ccc2c(-c3cccc4nccn34)cncc2c1	0.5
Nc1[nH]c(C(=O)c2ccc(Br)cc2)c(-c2ccc3c(c2)OCO3)c1C(=O)NCCc1c[nH]c2ccccc12	-1.3
CCc1nc2ccc(C(=O)NC3CCN(Cc4ccccc4)CC3)cn2c1N(CC)CCOC	3.1
COc1ccccc1CN1Cc2ccccc2Oc2ccccc2S1(=O)=O	4.1
COC(=O)C1=C(C)N(Cc2cccc(C(F)(F)F)c2)C(=NCc2ccc3c(c2)OCO3)NC1c1cccc(F)c1 (centres undefined)	3.5
O=C(CNC(=O)OCc1ccccc1)NCC(=O)NC(Cc1c[nH]c2ccccc12)C(=O)O (centres undefined)	3.9
CC(C)C[C@H]1COc2cccc(N3CCOCC3)c2S(=O)(=O)N1	2.3
CCOC(=O)C1CCCN(C(=O)c2cccnc2Oc2ccccc2)CC1 (centres undefined)	2.9
Cc1ccccc1C(=O)N[C@H](C(=O)N1CCC[C@H]1C(=O)NCc1ccccc1)c1ccccc1	1.6
NC(=O)c1c(N)[nH]c(C(=O)c2ccccc2)c1-c1ccccc1Cl	3.0
Cc1cccc(C)c1N1C(=O)c2ccccc2NC(=O)C1C(=O)NCC(C)C (centres undefined)	3.3
CCc1nc2ccc(C(=O)NCCC(C)C)cn2c1N(CC)CCOC	3.1
COc1ccc(-c2oc3c(c2C(=O)OCCO)C(OCCO)CCC3)cc1 (centres undefined)	-1.1
OC[C@@H]1CN(Cc2ccccc2)C[C@H](n2ccc3c(N4CCCC4)ncnc32)O1	1.2

Additional records follow:
SMILES	phage Ecoli inh
O=Nc1ccccn1	1.9
COCc1cc(N2CCN(C(=O)OC(C)(C)C)C[C@H]2C)ccc1N1C[C@@H](C)O[C@@H](C)C1	2.7
COC(=O)[C@]12C[C@H](CC(=O)NCC3CCCCC3)C(=O)N(CCC3=CCCCC3)C1=C[C@H](C(C)(C)C)O[C@@H]2C	0.1
OC[C@@H]1CN(CCc2ccccc2)C[C@H](n2cnc3c(N4CCOCC4)ncnc32)O1	4.2
CC(=O)NC(c1ccccc1)c1nc(-c2cnc3ccccc3c2)cs1 (centres undefined)	2.3
CC1(C(=O)NCc2ccccc2)CN(S(C)(=O)=O)CC(=O)N1CCc1ccccc1F (centres undefined)	-0.2
Cc1cccc(C)c1NC(=O)C(CCc1ccccc1)n1c(=O)c(-c2ccccc2)nc2ccccc21 (centres undefined)	3.3
CC(=O)Nc1cccc(-c2ccnc3c2CC(C(=O)Nc2cccnc2)O3)c1 (centres undefined)	2.7
CC(C)(C)NC(=O)C(c1ccc(C#N)cc1)n1c(=O)c(-c2cc3ccccc3[nH]2)nc2ccccc21 (centres undefined)	1.8
CN(c1ccc([N+](=O)[O-])cc1)c1cc2c(c3c1ccn3C)C1CCC2C1 (centres undefined)	1.6
COc1ccc(-c2coc3c(C(=O)NCc4ccccc4)cccc23)c(C)c1	4.0
CCOC(=O)CC1(C)Oc2cc(Cl)ccc2N1S(=O)(=O)c1ccc(C)cc1 (centres undefined)	-0.6
C[C@@H]1CNCCN1c1ccc(N2CCS(=O)(=O)CC2)c(C#N)c1	-1.1
CCCCC(=O)N(C)c1c(C)nc2ccc(C(=O)N3CCN(c4ccccc4)CC3)cn12	3.3
CC(=O)Nc1cc(-c2cccc(NS(C)(=O)=O)c2)cn2c(-c3cccc(C(F)(F)F)c3)cnc12	-1.2
CCc1ccc(C(O)c2ncc(-c3ccccc3F)[nH]2)cc1 (centres undefined)	1.9
O=C(NCc1cccnc1)c1cc(C2CCCCN2S(=O)(=O)Cc2ccccc2)on1 (centres undefined)	3.0
O=S(=O)(Nc1ccc(C(O)(C(F)(F)F)C(F)(F)F)cc1)c1cccc2cccnc12	2.1
Cc1cc(Nc2cccc(F)c2)cc(=O)n1-c1cccc(F)c1	4.8
COc1ccc(NC(=O)C2(C)Cc3c(-c4ccc5c(c4)OCO5)ccnc3O2)cc1 (centres undefined)	2.2
CCCCc1c(-c2ccccc2OC)ncn1Cc1ccc(OC)c(Cl)c1	-4.4
COC(=O)C1=C(C)N(Cc2cccc(C(F)(F)F)c2)C(=NCc2ccc(C(F)(F)F)cc2)NC1c1ccccc1C(F)(F)F (centres undefined)	6.7
C[C@@H]1CN([C@@H](C)CO)S(=O)(=O)c2ccc(Br)cc2O[C@@H]1CN(C)Cc1ccc2c(c1)OCO2	0.1
CCOP(=O)(OCC)C(Cc1ccccc1)N=C(c1ccccc1)c1ccccc1 (centres undefined)	5.9
CCOC(=O)C1(C)CCN1C(=O)c1ccc(C(=O)OC)cc1 (centres undefined)	3.5
CC(=O)Nc1ccc(-c2ccnc3c2CC(C(=O)Nc2cccnc2)O3)cc1 (centres undefined)	0.5
CSCC[C@H](NC(=O)Cc1c(C)c2cc3c(C)c(C)oc3cc2oc1=O)C(=O)N[C@@H](C(=O)O)c1ccccc1	1.1
CCCCCCCCC(c1nc2ccccc2[nH]1)N1CCN=C(c2ccccc2)C1=O (centres undefined)	5.6
CCCNC(=O)C1(C)CCCN(C(=O)c2cc(C)n(C(C)(C)C)n2)C1 (centres undefined)	3.6
CCc1nc2ccc(C(=O)NCCOc3ccc(OC)cc3)cn2c1N(CCN(C)C)CC1CC1	0.5
CN(C)Cc1csc(NC(=O)Nc2ccccc2Cc2ccccc2)n1	3.0
CC(=O)c1cccc(-c2ccnc3c2CC(C(=O)NCc2ccc(F)c(F)c2)O3)c1 (centres undefined)	4.1
Cc1ccc(Nc2nc(NCC3CC3)nc3ccsc23)c(C)c1	-2.2
C#CCn1c2ccccc2c(=O)n1CCOc1ccccc1OC	0.3
COc1ccccc1-c1cc(NC=O)c2ncc(-c3cccc(C(=O)N(C)C)c3)n2c1	4.7
COc1ccc(C(C)(O)c2nc(-c3ccccc3OC)cs2)cc1 (centres undefined)	2.2
O=C(/C=C/[C@H]1O[C@@H](n2ccc(=O)[nH]c2=O)[C@H](O)[C@@H]1O)NCc1cccc2ccccc12	1.9
CCOC(=O)c1csc(NC(=O)Nc2cccc(OC)c2)n1	3.0
COc1cccc(CN2CCC2(C)C(=O)Nc2cccc(Oc3ccccc3)c2)c1OC (centres undefined)	0.4
CCc1nc2c(OCC(=O)C(C)(C)C)cccn2c1N(C)C(=O)CC(C)C	1.1
O=C1c2ccccc2C(c2nnnn2Cc2ccccc2)N1Cc1ccc(F)cc1 (centres undefined)	-0.9
CC1(C(=O)NCc2ccccc2)CN(S(C)(=O)=O)CC(=O)N1Cc1ccco1 (centres undefined)	-0.9
CC1(C(=O)Nc2ccc3[nH]ncc3c2)CCN1C(=O)Cc1ccc(-c2ccccc2)cc1 (centres undefined)	-0.2
O=C(Nc1cccc(S(=O)(=O)N2CCCC2)c1)[C@@H]1O[C@H](CO)[C@H](O)[C@H](O)[C@H]1O	1.2
CC1(C(=O)NS(C)(=O)=O)CCN1C(=O)Cc1ccc(-c2ccccc2)cc1 (centres undefined)	0.6
COc1ccc(OC)c(S(=O)(=O)NC(=O)C2(C)CCN2C(=O)Cc2ccc(Cl)cc2Cl)c1 (centres undefined)	1.6
N#Cc1cccnc1N1CCN(C(C(=O)NC2CCCC2)c2ccco2)CC1 (centres undefined)	0.2
CCCNC(=O)C1(C)CCN(C(=O)Cc2ccc(OC)c(OC)c2)C1 (centres undefined)	1.3
COc1ccc(CNC(=O)[C@H](Cc2ccccc2)NC(=O)CC[C@H]2O[C@@H](n3ccc(=O)[nH]c3=O)[C@H](O)[C@@H]2O)cc1	3.6
CC(C)C1CC2=C(C(=O)OC(C)(C)O2)C(c2ccc(Cl)cc2)O1 (centres undefined)	-0.4

A draw from above in order of SMILES length, low to high:
SMILES	phage Ecoli inh
C#CCn1c2ccccc2c(=O)n1CCOc1ccccc1OC	0.3
CCOC(=O)c1csc(NC(=O)Nc2cccc(OC)c2)n1	3.0
Cc1ccc(Nc2nc(NCC3CC3)nc3ccsc23)c(C)c1	-2.2
COc1ccc(C(C)(O)c2nc(-c3ccccc3OC)cs2)cc1 (centres undefined)	2.2
CCCNC(=O)C1(C)CCN(C(=O)Cc2ccc(OC)c(OC)c2)C1 (centres undefined)	1.3
N#Cc1cccnc1N1CCN(C(C(=O)NC2CCCC2)c2ccco2)CC1 (centres undefined)	0.2
O=C1c2ccccc2C(c2nnnn2Cc2ccccc2)N1Cc1ccc(F)cc1 (centres undefined)	-0.9
CC(C)C1CC2=C(C(=O)OC(C)(C)O2)C(c2ccc(Cl)cc2)O1 (centres undefined)	-0.4
CCc1nc2c(OCC(=O)C(C)(C)C)cccn2c1N(C)C(=O)CC(C)C	1.1
COc1cccc(CN2CCC2(C)C(=O)Nc2cccc(Oc3ccccc3)c2)c1OC (centres undefined)	0.4
CC1(C(=O)NS(C)(=O)=O)CCN1C(=O)Cc1ccc(-c2ccccc2)cc1 (centres undefined)	0.6
CC(=O)c1cccc(-c2ccnc3c2CC(C(=O)NCc2ccc(F)c(F)c2)O3)c1 (centres undefined)	4.1
CC1(C(=O)Nc2ccc3[nH]ncc3c2)CCN1C(=O)Cc1ccc(-c2ccccc2)cc1 (centres undefined)	-0.2
O=C(Nc1cccc(S(=O)(=O)N2CCCC2)c1)[C@@H]1O[C@H](CO)[C@H](O)[C@H](O)[C@H]1O	1.2
O=C(/C=C/[C@H]1O[C@@H](n2ccc(=O)[nH]c2=O)[C@H](O)[C@@H]1O)NCc1cccc2ccccc12	1.9
COc1ccc(CNC(=O)[C@H](Cc2ccccc2)NC(=O)CC[C@H]2O[C@@H](n3ccc(=O)[nH]c3=O)[C@H](O)[C@@H]2O)cc1	3.6

Next records:
SMILES	phage Ecoli inh
Cc1ccc(S(=O)(=O)N2[C@H](CC(=O)OCc3ccccc3)OC[C@@H]2C(C)C)cc1	3.9
CC(=O)O[C@@H]1C=C[C@@H](C#Cc2ccc(C(C)(C)C)cc2)O[C@@H]1COC(=O)NCc1ccccc1	2.4
O=C(Nc1cccnc1)C1Cc2c(-c3ccccc3Oc3ccccc3)ccnc2O1 (centres undefined)	2.1
O=C(N[C@@H](Cc1cccnc1)C(=O)N1CCC[C@H]1C(=O)NCCc1ccccc1Cl)c1ccco1	3.1
CC1=C(C(=O)N2CCOCC2)CC(CC(=O)NC2CC2)C(=O)N1CCC1=CCCCC1 (centres undefined)	0.3
CC(=O)Nc1ccc(NC(=O)C2(C)Cc3c(-c4ccc(NC(C)=O)cc4)ccnc3O2)cc1 (centres undefined)	2.5
COC(=O)c1c(-c2ccc(OC)cc2)c2c(c3c4ccccc4n(S(=O)(=O)c4ccc(C)cc4)c13)C(=O)N(C)C2	1.9
COC(=O)[C@@]1(C(C)C)N=C(c2cc(OC)c(OC)c(OC)c2)[C@]2(O1)C(=O)N(C)c1ccccc12	1.3
O=C(NCCN1CCC(n2c(=O)[nH]c3ccccc32)CC1)c1cccnc1Cl	2.5
